ALOX12 inh – ALOX12 (human) lipoxygenase inhibition. purified 12hLO, xylenol orange hydroperoxide absorbance. Potency, µM (doses to about 108 µM), inactives show top-dose activity change, negative = inhibition, usual class: inhibitors. actives 1.1% (n = 580,000); active = well fitted inhibition curve with a large enough effect; inconclusive = small, poorly fitted or top-dose-only effect, or another doubt; inactive = no such curve, though single readings can be large or run the other way
Target sequence (P18054 whole entry, looked up): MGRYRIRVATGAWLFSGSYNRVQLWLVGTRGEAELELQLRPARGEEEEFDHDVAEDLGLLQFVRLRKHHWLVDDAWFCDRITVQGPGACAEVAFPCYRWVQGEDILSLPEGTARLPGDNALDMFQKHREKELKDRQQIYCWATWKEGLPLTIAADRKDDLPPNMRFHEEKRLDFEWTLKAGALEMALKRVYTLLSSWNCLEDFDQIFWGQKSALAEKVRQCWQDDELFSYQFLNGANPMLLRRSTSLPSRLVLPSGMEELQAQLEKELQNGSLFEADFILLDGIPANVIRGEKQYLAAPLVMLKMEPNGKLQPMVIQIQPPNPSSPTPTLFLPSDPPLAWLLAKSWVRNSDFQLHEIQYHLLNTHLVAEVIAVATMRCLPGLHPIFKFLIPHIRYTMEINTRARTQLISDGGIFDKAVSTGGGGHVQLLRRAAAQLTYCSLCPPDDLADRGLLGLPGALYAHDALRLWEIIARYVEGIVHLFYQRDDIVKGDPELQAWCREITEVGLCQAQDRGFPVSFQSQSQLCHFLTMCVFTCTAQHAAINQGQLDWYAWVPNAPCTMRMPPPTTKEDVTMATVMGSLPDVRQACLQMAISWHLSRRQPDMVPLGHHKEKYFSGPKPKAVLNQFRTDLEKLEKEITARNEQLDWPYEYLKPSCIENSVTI
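Hydroperoxide product was detected by ferrous iron/xylenol orange as the 573 to 405 nm absorbance ratio. Arachidonic acid at 40 uM (final) was turned over for 30 min at room temperature by 150 nM human 12hLO, pH 7.0 Hepes buffer, after 15 min compound preincubation.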
* = called active by the depositor; u = inconclusive; [ ] = dose if it differs, or a comment. % is set by controls: 0 for no effect and ±100 for the full control effect; potency is the fitted concentration of half-maximal effect. Only part of the results is shown (hit frequency here may not be typical).

ALOX12 inh	molecule
49.4%[activator]	Cc1nc(CCN(C)C(=O)C2C3C(=O)N(C4CCCCCC4)C[C@@]34C=C[C@@H]2O4)no1 (some centres undefined)
-13.8%	COCC(=O)N1CCCC(C(=O)NCCc2noc(C3CCCC3)n2)C1 (centres undefined)
49.2%[activator]	Cc1nc(-c2ccc(F)cc2)n(Cc2cccc(C(F)(F)F)c2)c(=O)c1CCO
27.9%	COc1ccc(Cn2cc(CN3[C@H](C)COc4cc(Br)ccc4S3(=O)=O)nn2)cc1
u	Cc1ccc(C(=O)NC[C@H]2O[C@@H](CC(=O)NC(C)C)[C@H](O)[C@@H]2O)cc1
18.5%	CC(=O)Nc1ccc(C2(C(=O)N3CCN(c4ccccn4)CC3)CCCCC2)cc1
41.6%	O=C(c1ccc(F)cc1Cl)N1CCC(Cc2nc(-c3ccccc3)no2)CC1
14.0%	COc1ccccc1CN1CCOc2ccc(C(C)(O)CN(C)C)cc2C1 (centres undefined)
29.9%	CCc1nc(CN2CCOc3c(O)cc(-c4nc(C)cnc4C)cc3C2)no1
15.8%	CCC(C)NC(=O)CC1=CSC2=NC(C)=C(C(=O)Nc3ccccc3)C(c3cccc(C)c3)N12 (centres undefined)
10.9%	CCN1c2cc(C(=O)NCc3ccccc3)ccc2C(=O)N2CCCCCC21 (centres undefined)
-2.1%[176 µM]	CC(C)c1ccc(CC(=O)N2CCCc3ncc(C(=O)NCc4ccccc4)cc32)cc1
17.1%	Cc1ccc(-c2ncc(NC(=O)c3ccc(Cl)s3)cn2)cc1
48.3%[activator]	COCC(=O)N1CCC(C(NC(=O)c2ccccc2)C(=O)N2CCCCC2)CC1 (centres undefined)
86.6%[activator]	CNC(=O)[C@H]1C[C@H](Oc2cccnc2)CN1S(=O)(=O)c1ccc(F)cc1
40.3%[activator]	CCCS(=O)(=O)N1C[C@@H](C(=O)NC)[C@H](c2n[nH]c(C)n2)C1
-2.2%[57.4 µM]	c1cc(N[C@@H]2CCNC2)nc(-c2cnc3ccc(-c4cn[nH]c4)cn23)c1
34.8%[activator]	COc1ccc(OCc2nc3c(n2Cc2ccccc2)C(=O)N(Cc2ccccc2)CCN3)cc1OC
34.0%[activator]	O=C(O)C1(Oc2ccc3ncccc3c2)CCN(Cc2ncc[nH]2)CC1
6.9%	CCNC(=O)N1CCC(Cc2ccc(C(=O)NCCc3c[nH]c4ccccc34)cc2)CC1
u	Nc1c(Cl)cc(-c2cn(CCC(=O)O)c(=O)cn2)cc1Cl
58.4%[activator]	COCC1CN(C2CCC2)CC12CCN(C(=O)c1ccc(OC)c(F)c1)CC2 (centres undefined)
28.2µM*	COc1ccc(-c2cc(C[C@H]3CNCC[C@H]3CC(=O)N3CCN(c4ccccc4OC)CC3)no2)cc1
-12.6%	Cc1ccc(C(=O)N2CCN(C(=O)c3nnn4c3COC(c3ccc(Cl)cc3)C4)CC2)s1 (centres undefined)
45.0%[activator]	Cc1ccc(C(=O)N2CCC(C(=O)N3CCCCCCNC(=O)CC3)CC2)s1
17.3%[176 µM]	C#CCN(C)Cc1nc(C2(O)CCN(C(=O)C3CCCCC3)CC2)cs1
15.4%[176 µM]	O=C1CC2CCCC(C1)N2C(=O)c1ccccc1F
u	COC(=O)C1=C(C)N(C)C(=NCC2CC2)NC1c1ccc(Cl)cc1 (centres undefined)
26.0%	O=C1CCN(C(=O)COc2ccccc2)CCCC(c2nc(-c3cccnc3)no2)CCN1 (centres undefined)
25.9%	COC(=O)c1ccccc1C(=O)NCc1nc(N2CCCC2)c2cccc(C)c2n1

ALOX12 inh: entries above that show a hit.
ALOX12 inh	molecule
28.2µM*	COc1ccc(-c2cc(C[C@H]3CNCC[C@H]3CC(=O)N3CCN(c4ccccc4OC)CC3)no2)cc1

Some of these compounds in order of the ALOX12 inh value, largest number first.
ALOX12 inh	molecule
27.9%	COc1ccc(Cn2cc(CN3[C@H](C)COc4cc(Br)ccc4S3(=O)=O)nn2)cc1
18.5%	CC(=O)Nc1ccc(C2(C(=O)N3CCN(c4ccccn4)CC3)CCCCC2)cc1
14.0%	COc1ccccc1CN1CCOc2ccc(C(C)(O)CN(C)C)cc2C1 (centres undefined)

The list goes on.
ALOX12 inh	molecule
21.9%	O=C(CO)N1CCCC(N2CCN(c3cccc(C(F)(F)F)c3)CC2)C1 (centres undefined)
u	Cc1cc(S(=O)(=O)NC(=O)[C@H]2O[C@@H](n3ccc(=O)[nH]c3=O)[C@H](O)[C@@H]2O)ccc1Br
-24.3%[22.9 µM]	CNC(=O)c1c(I)c(NC(=O)CCCCC(=O)Nc2c(I)c(C(=O)O)c(I)c(C(=O)NC)c2I)c(I)c(C(=O)O)c1I
1.2%	CCCNC(=O)N(C1CCOCC1)C1CCN(C(=O)CCc2ccc(OC)cc2)CC1
21.0%	O=C(c1ccn[nH]1)N1CCC(Oc2ncccc2C(=O)N2CCCCC2)C1 (centres undefined)
u	c1cncc(-c2noc(C3CCCN(Cc4cc5n(n4)CCNC5)C3)n2)c1 (centres undefined)
40.9%	CN1C(=O)CS(=O)(=O)C12CCN(C(=O)c1ccco1)CC2
4.3%	COc1cc2c(cc1OC)CN(C(=O)C[C@@H]1CCNC[C@@H]1Cc1cc(CN3CCCCC3)on1)CC2
-19.1%[176 µM]	O=C1COCC2(CN(CCC(F)(F)F)C2)CN1Cc1cccc(OC(F)(F)F)c1
u	CN1CC(=O)N(C2CCNC2)Cc2c(NCC3CC3)ncnc21 (centres undefined)
-4.3%[176 µM]	O=C(O)c1cccc(-c2n[nH]c3c2CC(=O)N(CC2CCOCC2)C3)c1
10.0%	O=C(c1cc(F)ccc1F)N1CCC(n2cc(-c3nc(C4CC4)no3)nn2)C1 (centres undefined)
22.6%	CC(=O)NCCNc1cc(C)c2ccc(Cl)cc2n1
37.3%[activator][176 µM]	COCCNC(=O)c1nc(-c2c(C)cccc2C)c2ccccn12
41.9%	Cc1ccc(CNC(=O)[C@H]2CCC[C@H]2NC(=O)c2cnc(C)cn2)cc1
4.4%	CCOC(=O)c1cccc(NC(=O)c2ccc3c(c2)N(C)C2CCCCN2C3=O)c1 (centres undefined)
-0.3%[176 µM]	O=C1Cc2c(-c3ccccc3)n[nH]c2CN1CCOc1ccccc1
u	O=C(c1ccccc1F)N1CCC(c2nn(-c3ccc(F)cc3)c(=O)[nH]2)CC1
-33.8%[176 µM]	COc1ccccc1C(=O)N[C@H]1[C@H](O)[C@H](O)C[C@@H]1c1cccnc1
1.1%	NC(=O)C1CCCN(Cc2ccc3c(c2)CN(Cc2ccccc2)CCO3)C1 (centres undefined)
-18.5%	Cc1[nH]c2ccccc2c1CC(=O)Nc1ccc(Nc2cccnc2)c(-c2cc(C(F)(F)F)cc(C(F)(F)F)c2)c1
4.5%	COc1ccc(CN2C(C(=O)NCC(C)C)CSCCS2(=O)=O)cc1 (centres undefined)
8.1%	CCCN1CCC2(CCN([S+](=O)([O-])c3ccccc3)CC2)Oc2ccccc21
0.3%[176 µM]	CC(C)N1CCC(O)(c2csc(CN3CCOCC3)n2)CC1
69.1%[activator][176 µM]	CN(Cc1cccc(C(F)(F)F)c1)C1CCOc2ccccc21 (centres undefined)
95.5%[activator]	CN1CCCCCC(O)c2cc(C(=O)NCCc3ccncc3)ccc21 (centres undefined)
-11.2%[176 µM]	Cc1noc(C)c1-c1cc(-c2cccc(F)c2)cn2cncc12
33.1%	COc1ccc(CN2CCc3nc(N4CCN(C)CC4)[nH]c(=O)c3CC2)c(OC)c1
77.8%[activator]	CN(C)c1ccc(C(=O)N2CCC(Oc3nccnc3N(C)C)C2)cc1 (centres undefined)
35.0%	O=C(CN1C(=O)NC2(CCOCC2)C1=O)NCCc1cccs1

Entries listed so far that contain a thiophene ring, fused or not:
ALOX12 inh	molecule
17.1%	Cc1ccc(-c2ncc(NC(=O)c3ccc(Cl)s3)cn2)cc1
-12.6%	Cc1ccc(C(=O)N2CCN(C(=O)c3nnn4c3COC(c3ccc(Cl)cc3)C4)CC2)s1 (centres undefined)
45.0%[activator]	Cc1ccc(C(=O)N2CCC(C(=O)N3CCCCCCNC(=O)CC3)CC2)s1
35.0%	O=C(CN1C(=O)NC2(CCOCC2)C1=O)NCCc1cccs1

Later entries
ALOX12 inh	molecule
-13.7%[176 µM]	Cc1cc2cc(-c3c(C)noc3C)nc(-c3ccccc3)c2o1
74.9%[activator]	COCCNC(=O)[C@@H]1C[C@H](Oc2ccccc2)CN1C(=O)Nc1ccc2c(c1)OCCO2
26.5%	CC(C)C(=O)N1CCC2(CC1)OCC(C(=O)NCc1ccc(F)cc1)N2C(=O)c1ccccc1 (centres undefined)
44.9%[activator]	O=C(CN1CCCCC1)N1CCCC(N2CCN(Cc3ccc4c(c3)OCO4)CC2)C1 (centres undefined)
u	O=C(O)Cn1ccc2cc(OCCc3cccc(-c4ccccc4F)c3)cnc21
3.6%[176 µM]	CCCc1nnc([C@H]2CCN(Cc3ccc(C)o3)C2)o1
36.2%[activator]	Cc1ccc2c(c1)c(C(=O)N1CCC3(CCNC(=O)CC3)CC1)nn2C
0.0%	c1cc(-c2ccnc3nc(C4CCC4)nn23)ccn1
7.0%	Cc1nc(N2CCN(C(=O)COc3ccc(F)cc3)CC2)cc(C(F)(F)F)n1
70.8%[activator][176 µM]	O=C1NC2(CCN(Cc3ccccn3)CC2)COc2ccccc21
-13.8%	CN1CCC(NC(=O)c2n[nH]c3c2CN(C(=O)c2cc(F)cc(F)c2)CC3)CC1
14.1%	CCOc1ccc(C(=O)NC2CCCN(c3cc(-c4ccc(F)cc4)[nH]n3)C2)cc1 (centres undefined)
47.8%[activator]	COc1ccccc1CN1C[C@@H](CO)[C@H](c2ccncc2)C1
2.24µM*	Cc1ccsc1C(=O)N1CCC2(CC1)NC(=O)N(c1ccc(F)cc1)N2
-7.6%	COc1ccc(OC)c(-c2cc(Cl)c3c(c2)CC(CNC(=O)c2coc4c2C(=O)CCC4)O3)c1 (centres undefined)
u	O=C(NCCOc1ccccc1)c1nc2c(o1)CCN(Cc1ccc3[nH]ccc3c1)CC2
-29.9%	O=C(c1ccccn1)N1CCC(Cc2nncn2-c2ccccc2)CC1
4.9%	Cc1nn(C(=O)CCC(=O)N2CCC(Cc3nncn3-c3ccccc3)CC2)c2ccccc12
u	CNC(=O)Nc1ccc(-c2nc(N3CC4CCC(C3)O4)c3cnn(C4CCC5(CC4)OCCO5)c3n2)cc1
37.7%[activator]	NC(=O)N1CCCC(C(=O)NCCc2noc(-c3ccccc3)n2)C1 (centres undefined)
22.6%[176 µM]	O=C(C1CC1)N1C[C@@H](F)[C@@H](OCc2nc3ccccc3[nH]2)C1
65.1%[activator]	O=C1N(Cc2cccc(F)c2F)CCCC1(O)CN1CCN(CC2CCC2)CC1 (centres undefined)
47.1%[activator]	COCC(=O)NC[C@H]1CCN(Cc2ccccc2OC)C[C@H]1N(C)C
46.0%[activator]	CC(NC(=O)c1cccc2c1CCN2C(=O)Nc1ccccc1)c1cccnc1 (centres undefined)
40.2%[activator]	O=C(c1cn[nH]c1)N1CCC(c2nc(CCOCC3CC3)no2)C1 (centres undefined)
29.0%	COCC(=O)N1CCC(Oc2nccnc2N2CCc3ccccc32)C1 (centres undefined)
1.8%	CC1Oc2ccc(NC(=O)c3ccccc3)cc2CN(Cc2ccc(Cl)cc2)C1=O (centres undefined)
26.2%	COc1cccc(CC(=O)N2CCC3(CC2)CN(c2ncccn2)CC3CO)c1 (centres undefined)
u	Cc1ccc(OCC(=O)c2ccc3c(c2)N(CC(=O)NC2CCCCC2)C(=O)CO3)c(Cl)c1
20.4%	O=C(c1ccccc1F)N1CCn2c(nnc2[C@@H]2C[C@@H](O)CN2Cc2ccccc2)C1
u	O=C(NC1CCCCC1)O[C@@H]1CO[C@H]2[C@@H]1OC[C@@H]2NC(=O)c1ccccc1
-2.6%	CC(=O)N1CCCC(Cc2ncc(C)n2C(C)C)C1 (centres undefined)
-0.4%[176 µM]	COc1ccccc1C(=O)N1CC[C@H]2COC(=O)N2c2cc(F)ccc2C1
-2.6%	O=C(NC1CCCC1)C1c2ccccc2C(=O)N(C2CCCC2)C12CCCCC2 (centres undefined)
31.1%[activator][176 µM]	CCNC(=O)NC[C@H]1O[C@H](Cc2cc(C(C)(C)C)on2)CC[C@@H]1O
36.0%	Cc1ccc(C2=NC3(CCN(C(=O)COc4ccccc4)CC3)ON2)cc1
-17.5%	COc1ccc(NC(=O)NC[C@@H]2C=C(C)[C@H](CC(=O)NCCN(C)C)C[C@H]2C(C)C)cc1
8.7%	Cc1cc(C)c2nonc2c1S(=O)(=O)N1C[C@@H](N(C)C)[C@H](C(C)C)C1
15.4%	O=C(Nc1cc(Cl)cc(Cl)c1)N1CCCC1c1nncn1C1CCCC1 (centres undefined)
1.5%[176 µM]	Cc1noc(C)c1CN1CCC2(CC1)COCCN2C(=O)c1ccccc1
16.3%	COc1ccc(C(=O)N2CCC(C3CCN(S(C)(=O)=O)CC3)C2)cn1 (centres undefined)
9.1%	O=C(C1CCCC1)N1CCCCCC1c1nc(-c2cccnc2)no1 (centres undefined)
7.3%	O=C1CC(c2ccccc2)N(S(=O)(=O)c2cccs2)CCCCCN1 (centres undefined)
14.8%	O=C(CCc1nc(-c2ccccc2)no1)NC1CCCN(CCCc2ccccc2)C1 (centres undefined)
32.9%[activator]	CN(C)C(=O)c1cccnc1OC1CCN(S(=O)(=O)c2cc(F)cc(F)c2)C1 (centres undefined)

4 structures already listed, ordered by SMILES length, rising.
ALOX12 inh	molecule
9.1%	O=C(C1CCCC1)N1CCCCCC1c1nc(-c2cccnc2)no1 (centres undefined)
15.4%	O=C(Nc1cc(Cl)cc(Cl)c1)N1CCCC1c1nncn1C1CCCC1 (centres undefined)
41.6%	O=C(c1ccc(F)cc1Cl)N1CCC(Cc2nc(-c3ccccc3)no2)CC1
-12.6%	Cc1ccc(C(=O)N2CCN(C(=O)c3nnn4c3COC(c3ccc(Cl)cc3)C4)CC2)s1 (centres undefined)

Screens as filed in PubChem BioAssay.
